Tat export inh = E. coli Tat export inhibitors, primary screen, MC4100, TorA-mCherry reporter, fluorescence, single point; 340,000 tested, 0.036% active; AID 488895, 2010; inhibition, % at 10 µM;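 active means mean replicate inhibition at least 50% and at least half of replicates individually reaching 50%; inconclusive means only one of the two criteria met; inactive means neither criterion met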;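 further: exported cargo escapes ClpAP degradation while cytoplasmic cargo is degraded and loses fluorescence; 0% = median of neutral control wells and 100% = median of NaSCN control wells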
CDK5 p35 inh = inhibitors of human CDK5/p35 kinase, primary screen, biochemical, single concentration | Recombinant CDK5/p35, ADP-Glo luminescence, 60 min | inhibition, % at 10 µM | 330,000 tested, 0.01% active | AID 488839, 2010;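 active means highest replicate inhibition of at least 50% and at least 75% of replicates reaching 50%; inconclusive means only one of the two criteria met; inactive means both criteria failed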;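 further: plate controls were DMSO neutral control for no effect and GW8510 at 10 µM for full effect; many of its hits are not listed in these tables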
Target sequence (Q00535 whole entry, looked up): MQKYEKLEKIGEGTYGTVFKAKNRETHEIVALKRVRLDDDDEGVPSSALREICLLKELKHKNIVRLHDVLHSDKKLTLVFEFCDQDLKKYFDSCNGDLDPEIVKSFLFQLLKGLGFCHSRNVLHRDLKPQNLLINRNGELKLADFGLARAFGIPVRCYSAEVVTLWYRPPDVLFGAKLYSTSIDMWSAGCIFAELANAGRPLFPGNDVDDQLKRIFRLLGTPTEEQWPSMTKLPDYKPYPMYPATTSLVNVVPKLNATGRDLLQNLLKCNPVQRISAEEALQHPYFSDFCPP
Target sequence (Q15078 whole entry, looked up): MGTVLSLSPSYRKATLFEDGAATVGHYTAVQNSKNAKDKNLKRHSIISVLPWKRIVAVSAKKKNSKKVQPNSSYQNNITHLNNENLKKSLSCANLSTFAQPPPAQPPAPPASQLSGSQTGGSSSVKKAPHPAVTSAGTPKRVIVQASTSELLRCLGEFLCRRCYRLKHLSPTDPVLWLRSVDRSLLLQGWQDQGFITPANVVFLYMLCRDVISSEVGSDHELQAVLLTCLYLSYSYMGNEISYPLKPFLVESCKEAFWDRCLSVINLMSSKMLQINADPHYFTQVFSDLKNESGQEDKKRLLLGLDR
CAL PDZ FP-1 = untagged CAL PDZ binding inhibitors, primary screen, biochemical, fluorescence polarization, HTS | purified CAL PDZ, TMR-peptide fluorescence polarization, 1 h | AID 602252, 2012 | Golgi-associated PDZ and coiled-coil motif-containing protein (Homo sapiens), Q9HD26 | inhibition, % at 24.9 µM | 300,000 tested, 0.92% active;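 active means mean inhibition of at least 30% with at least half of replicates also reaching 30%; inconclusive means no clear call, values can overlap the other calls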;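 further: 0% = DMSO neutral control and 100% = excess unlabeled competitor peptide PRC23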
MITF TRPM1 HTS = activators of MITF-driven TRPM1 promoter reporter, primary screen, cell-based, SK-MEL-5, luciferase, single point; SK-MEL-5 TRPM1-promoter luciferase, 24 h; % of positive control, neutral wells = 0; activation, % at 12.5 µM; 300,000 tested, 0.75% active; AID 588334, 2011;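 active means mean activation of at least 80% with every replicate also reaching 80%; inconclusive means mean reaches 80% but some replicate falls short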;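 further: 0% = neutral control wells and 100% = parthenolide positive control wells; values of inactives mirror those of a sister screen read the other way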
Rtt109 Vps75 = inhibitors of C. albicans Rtt109/Vps75 HAT, primary screen, biochemical, ThioGlo CoA-SH fluorescence, plate reader | 330,000 tested, 0.16% active | inhibition, % at 34.9 µM | Histone acetyltransferase RTT109 (Candida albicans (strain SC5314 / ATCC MYA-2876)), … | purified Rtt109/Vps75, 4 h | AID 540336, 2011;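 active means inhibition of at least 50% in every replicate; inconclusive means best replicate reaches 50% inhibition but some replicates fall short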
Wnt bcat act = Wnt/beta-catenin pathway activators, primary screen, cell-based, plate reader, single point; Wnt/beta-catenin reporter cell assay, activator; activation, % at 9.35 µM; 300,000 tested, 1.2% active; AID 743398, 2014; in the data active means activation above about 30%, passing the limit was not always enough; inconclusive means no clear call, values can overlap the other calls;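 further: 0% = neutral control wells and 100% = positive control wells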
V-ATPase pHluor = regulators of yeast V-ATPase proton pumping, primary screen, pHLuorin cytosolic pH fluorescence | S. cerevisiae | response, % at 10 µM | 350,000 tested, 0.37% active | AID 504577, 2011; in the data active means response mostly above about 7.3%, no sharp cut-off; inactive means mostly below about 5.4%; further: actives read high; inactives centre near 0; some compounds called inactive have numbers as strong as hits
RTF Ca sens act = cardiac RTF calcium sensitivity activators, primary screen, biochemical, IANBD-TnC fluorescence, EC20 calcium. 340,000 tested, 0.24% active. AID 493008, 2010. Troponin I, cardiac muscle (Homo sapiens) + Troponin T, cardiac muscle (Homo sapiens) + …. IANBD-labeled TnC RTF fluorescence at EC20 calcium; 0% EC20 calcium, 100% full calcium. activation, % at 7.2 µM;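 active means activation above the mean over all tested compounds plus 3 SD, cut at about 30% in these data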;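 further: rise in fluorescence read as greater calcium sensitivity of cardiac thin filaments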
dFosB activator = activators of delta FosB homodimer, primary screen, biochemical, fluorescence polarization, TAMRA-CDK5 oligo, single point | purified delta FosB; percent of positive-control signal above neutral wells | activation, % at 25 µM | 340,000 tested, 0.99% active;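 active means mean activation above about 17%, with every replicate also reaching it, limit read from the data, passing the limit was not always enough; inconclusive means only one of the two conditions met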;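 further: fluorescence polarization rise as delta FosB binds a TAMRA Cdk5 AP-1 oligo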
Target sequence (P13346 whole entry, looked up): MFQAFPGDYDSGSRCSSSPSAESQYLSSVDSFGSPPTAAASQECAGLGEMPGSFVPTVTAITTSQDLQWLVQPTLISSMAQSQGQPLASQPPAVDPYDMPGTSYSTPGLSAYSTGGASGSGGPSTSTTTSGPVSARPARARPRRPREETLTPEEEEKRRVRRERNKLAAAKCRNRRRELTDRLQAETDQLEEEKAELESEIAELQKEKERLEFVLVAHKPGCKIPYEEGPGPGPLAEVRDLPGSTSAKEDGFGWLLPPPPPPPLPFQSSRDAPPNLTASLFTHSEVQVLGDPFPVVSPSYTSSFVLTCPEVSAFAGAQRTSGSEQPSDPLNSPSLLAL
CAL PDZ FP-2 = CAL PDZ peptide-binding inhibitors, primary screen, biochemical, fluorescence polarization, Cer-tagged CAL PDZ, HTS; AID 504414, 2011; Golgi-associated PDZ and coiled-coil motif-containing protein (Homo sapiens), Q9HD26; 330,000 tested, 0.02% active; purified CAL PDZ, TMR-peptide fluorescence polarization, 1 h; inhibition, % at 20 µM;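 active means highest replicate inhibition of at least 40%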;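 further: plate controls were DMSO neutral control wells for no effect and unlabeled competitor peptide control wells for full effect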
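Read-out basis: mP drop reported as inhibition | Assay system: Tagged CAL PDZ protein CerCALP, purified | Benchmarks: Unlabelled peptide for full inhibition, DMSO wells as neutral | Schedule: 1 h incubation at room temperature before polarization reading | Buffer or medium: Sodium phosphate/NaCl buffer pH 7.4 with TCEP, IgG, Thesit | Doses: Single point, 20 µM | Measured by: Fluorescence polarization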
Numbers without * were called inactive; ? = inconclusive; nt = no result given.

Compound	Tat export inh	CDK5 p35 inh	CAL PDZ FP-1	MITF TRPM1 HTS	Rtt109 Vps75	Wnt bcat act	V-ATPase pHluor	RTF Ca sens act	dFosB activator	CAL PDZ FP-2
O=C(CC1(CC(=O)N2CCOCC2)CCCC1)Nc1ccccc1	-5	-0.2	-5	6	-2	2	-2	-6	0	0.4
Cc1noc(C)c1COC(=O)C1CCN(S(=O)(=O)c2c(Cl)cccc2Cl)CC1	13	-0.5	-4	8	1	-1	-2	-5	-9	-2.5
COc1cc(C(=O)OCC(=O)NCCCc2ccccc2)ccc1OCC(C)C	4	-2.0	-2	-10	-32	0	3	-1	-20	-1.5
c1ccc2c(c1)c1c3n2CCNC3CCC1 (stereo unspecified)	5	1.1	-4	3	3	-2	4	3	-3	-0.6
CN(C)S(=O)(=O)Oc1cc(Cl)ccc1C(=O)Nc1ccc(F)cc1F	2	0.0	-4	-1	2	-6	0	5	-5	-0.1
CC(C)=N/N=C1/NC(=O)C(Cc2ccccc2)S1 (stereo unspecified)	-1	1.1	-3	nt	-2	-1	0	-2	4	-1.3
S=C(NCc1ccccc1)Nc1ccc2cn[nH]c2c1	-3	3.9	-3	2	0	0	1	-5	-1	-1.0
CCc1nnc(NC(=O)CCC(=O)N2CCN(c3ccccn3)CC2)s1	2	-0.5	5	nt	-4	1	-1	4	-2	-1.5
CC(C)OC(=O)CSc1nnc2c(n1)[nH]c1ccc(F)cc12	5	-0.7	1	3	-8	3	4	-1	-4	-1.5
COc1ccccc1-n1c(SCC(=O)NC2CCCCC2)nc2c(c1=O)SCC2	-1	-1.1	nt	-2	2	-1	-2	2	-9	-0.3
COc1cccc(-c2cc3nc(-c4ccccc4)cc(N4CCCC(O)C4)n3n2)c1 (stereo unspecified)	5	0.2	-3	17	-11	-10	0	-3	4	-2.8
Clc1ccccc1Cn1c(/C=C/c2ccco2)nc2ccccc21	6	-0.9	-1	24	3	11	3	7	-2	-2.4
c1ccc(CCNc2ncnc3nc[nH]c23)cc1	4	2.7	2	71	-6	-3	-1	0	-4	-3.0
CC(C)C[C@H](NC(=O)N1CCN(c2ccccc2)CC1)C(=O)O	4	-1.1	7	-10	6	nt	0	-7	-5	-1.8
CC(=O)C1=C(C)NC(=O)NC1c1cccc([N+](=O)[O-])c1O (stereo unspecified)	-4	-3.4	-2	-7	5	1	5	-2	-4	-2.7
O=C(c1cc2ccccc2[nH]1)N1O[C@@H]2C=C[C@H]1C2	-3	0.5	-6	0	0	?	1	-5	-2	-0.2
O=C(Cn1c(=O)sc2ccccc21)Nc1ccc(S(=O)(=O)N2CCCCC2)cc1	4	-0.2	-5	-10	10	-2	3	-2	2	-1.4
CC[C@]12c3[nH]c4ccc(Cl)cc4c3CCN1C(=O)[C@@H](CC(=O)NCc1ccc(OC)c(OC)c1)C[C@@H]2C(=O)N1CCN(C(=O)C2CC2)CC1	-3	0.3	-6	-14	0	0	-1	-3	-8	-1.5
O=C(OCc1ccccc1)C1=NNC2C(=O)N(Cc3ccccc3)C(=O)C12 (stereo unspecified)	-7	-2.2	nt	3	1	-1	-1	3	-16	0.1
CCOCCCNc1nc(-c2ccccc2)nc2ccccc12	-1	0.8	-1	-1	-4	-2	-2	-11	-22	-0.3
N#Cc1c(-c2ccc(F)cc2)nc(-c2ccccc2)[nH]c1=O	6	0.4	-5	-4	-5	-4	-2	2	-8	-7.4
CC(=O)c1cc(-c2ccccc2)n(CCC(=O)NC2CCCCCC2)c1C	7	-0.2	-1	10	1	nt	2	1	1	-0.2
O=C(CN1CSCC1=O)N1CCN(S(=O)(=O)c2cc(C(F)(F)F)ccc2Cl)CC1	-6	0.2	-2	-7	-2	2	3	4	-4	0.7
Cc1ccc(C(=O)ONc2ccc(N=NC(=O)c3ccccc3O)cc2)cc1	-1	3.5	2	36	1	nt	-1	1	5	0.2
Cn1cccc1/C=C1\CCC/C(=C\c2cccn2C)C1=O	22	0.5	-2	nt	-14	71*	-1	181*	-4	-0.5
Cc1[nH]c2ccccc2c1C(=O)CSc1nc2ccccc2[nH]1	4	-16	-6	28	6	6	-6	7	-1	-4.1
O=C(Nc1ccc(N2CCOCC2)cc1N1CCOCC1)c1ccc(F)cc1	-5	1.9	nt	-9	-3	1	-1	1	-1	-1.2
CCN(C[C@H]1N[C@@](C)(C(=O)OC)[C@H]2C(=O)N(Cc3ccccc3)C(=O)[C@@H]12)C(=O)Nc1ccc(OC)cc1	-9	1.9	-2	6	1	2	3	1	-3	-0.5
COc1ccc(C2(C)NC(=O)N(CC(=O)c3ccc4c(c3)OCO4)C2=O)cc1 (stereo unspecified)	-4	-0.3	-4	12	0	-2	0	3	-3	-1.2
CC(Sc1ncccn1)C(=O)NC1(C#N)CCCCC1 (stereo unspecified)	0	-2.3	nt	2	5	-6	-1	4	5	-2.1
COc1cc(NC(=O)Cn2c(=O)n(CC3CCCO3)c(=O)c3ccccc32)cc(OC)c1 (stereo unspecified)	2	-1.4	-1	-10	-4	-2	-3	-3	-7	-0.7
CC1=CC(C)(C)Nc2ccc(OC(=O)C(Cc3ccccc3)N3C(=O)C4CCCCC4C3=O)cc21 (stereo unspecified)	-7	-1.1	-2	-15	-7	nt	0	-1	-4	-2.9
COc1ccc(NC(=O)CN(C)C(=O)c2ccc3c(c2)S(=O)(=O)N=C2CCCCCN23)cc1	-11	-1.1	-2	6	-8	1	0	2	-9	-1.7
CCOc1ccc(NC(=O)c2cc3n(n2)C(C(F)(F)F)CC(c2ccco2)N3)cc1 (stereo unspecified)	-1	-0.2	6	6	2	nt	-3	0	-7	-0.7
CC1(C(=O)N2CCC(CC3CC(c4ccc(Cl)cc4)=NO3)(C(=O)NCC3CCCCC3)CC2)CC1 (stereo unspecified)	6	0.4	-1	-9	8	-1	3	7	-5	-0.9
Cc1c(Cc2ccccc2)c(=O)oc2cc(OCC(=O)N3CCC(C(N)=O)CC3)ccc12	-3	-1.6	-2	5	-2	-1	-2	-2	-14	-0.4
COc1cccc(C2C(C(N)=O)=C(C)Nc3nc(-c4cccc(Cl)c4)nn32)c1 (stereo unspecified)	-3	-0.7	-4	nt	-6	4	4	1	-1	-1.4
CCN1C(=O)N[C@@H](c2ccc(Br)cc2)C(C(=O)OC)=C1C	0	-0.2	-6	6	-7	0	1	5	-5	-3.1
Cc1nc(CS(=O)(=O)c2ccccc2)cc(Sc2ccc(Cl)cc2)n1	10	-1.6	-1	23	1	9	1	0	4	-0.8
CC1COC(c2cccn2Cc2ccccc2Cl)=N1 (stereo unspecified)	2	0.1	nt	nt	10	nt	-1	3	3	-1.1
Cc1c(OCC(=O)NCCCN2CCOCC2)ccc2c(-c3ccccc3)cc(=O)oc12	-13	0.9	nt	-3	-5	-1	1	0	-22	-1.9
COc1ccc(-n2c(SCC3CNC(=O)O3)nnc2-c2ccc(Cl)cc2)cc1 (stereo unspecified)	4	-0.5	-5	-2	3	1	-2	1	-5	-3.2
COC(=O)c1ccc(Oc2c(C)oc3c(CN4CCN(C)CC4)c(O)ccc3c2=O)cc1	3	1.4	-5	9	-46	nt	4	1	-16	-1.5
CCN(c1ccc(NC(=O)COC(=O)CCc2cc(OC)c(OC)c(OC)c2)cc1)C(C)C	0	2.7	-3	-3	48	-5	-3	6	-2	-1.9
CCc1nc2ccccc2c(C(=O)OCC(=O)N(CCOC)c2c(N)n(Cc3ccccc3)c(=O)[nH]c2=O)c1C	6	-1.7	0	-7	10	-3	-2	3	-12	-2.7
COC(=O)c1cc(NS(=O)(=O)c2ccc3c(c2)CCC(=O)N3)cc(C(=O)OC)c1	-11	-0.7	0	6	-3	-1	-2	-5	-14	-1.2
O=C(c1cccc(S(=O)(=O)N2CCOCC2)c1)N1CCN(C/C=C/c2ccccc2)CC1	-4	-1.4	-2	-7	7	-3	2	-1	-5	-0.5
COc1ccc([C@@H]2[C@@H]3C(=O)N(C(C)(C)C)C(=O)[C@@H]3[C@]3(CC(C)C)C(=O)N(c4cccc(Br)c4)C(=O)N23)cc1	0	0.8	4	-1	6	-7	-3	5	3	-1.2
S=c1[nH]c(-c2ccccc2)cn1-c1ccccc1	0	-1.1	1	34	-2	18	-1	-5	2	-0.1
COc1ccc(-n2ncc3c(NCCN4CCOCC4)ncnc32)cc1	0	1.1	-4	29	0	nt	-2	-2	-4	-1.2
CC(O)CNc1ccc(-c2n[nH]c(=O)c3ccccc23)cc1[N+](=O)[O-] (stereo unspecified)	-5	2.4	-4	-1	6	0	1	-3	3	-1.1
CNC(=O)NC(=O)C(C)OC(=O)CCCSc1nc2ccccc2s1 (stereo unspecified)	1	-1.0	-4	-38	-15	0	2	4	-6	-1.1
O=C(Nc1nn[nH]n1)c1ccc(S(=O)(=O)N2CCCCC2)cc1	0	-0.5	2	5	-10	-2	0	6	4	-17
CCOc1ccccc1N1CCN(C(=O)c2cc3cc(OC)ccc3[nH]2)CC1	2	1.0	-1	-17	-8	nt	0	-3	-2	1.3
CCCc1cc(=O)oc2c(C)c(OCC(=O)NC3CC(C)(C)NC(C)(C)C3)ccc12	-4	0.2	-5	24	2	0	1	-3	-16	-2.7
COCC1CCN(C(=O)c2cc(COc3ccc(-n4cncn4)cc3)on2)CC1	1	-4.8	-2	-6	6	1	-1	-1	-10	-1.2
Cc1ccnc(N/C=C(\C#N)c2nc(-c3cccc(Br)c3)cs2)c1	-16	-2.5	-2	-8	-35	nt	0	95*	-11	-0.3
O=C(Cn1nnc2c(cnn2-c2ccccc2)c1=O)NCc1cccs1	5	-0.5	nt	nt	-5	nt	3	4	38*	0.7
CC(=O)Nc1nc(CC(C)C)cc(-c2ccccc2)c1C#N	6	-0.5	-3	5	-3	1	2	5	2	-1.6
CC(=O)Nc1ccc(NC(=S)NC(=O)c2ccc([N+](=O)[O-])cc2)cc1	4	0.5	0	0	-1	0	-3	1	9	-0.5

Compound activity: PubChem BioAssay, several laboratories
